High-throughput results (PubChem BioAssay)
VEEV TC-83 Vero: inhibitors of VEEV TC-83 cytopathic effect, confirmation, Vero cells (AID 588727). Vero cells, VEEV TC-83 cytopathic effect inhibition; higher % means a stronger effect. one-dose inhibition, % at 20 µM; IC50 in µM for titrated hits. hit rate 0.13% among 350,000; in the data active means a potency from the dose series; inconclusive means inhibition mostly from about 14% at the one dose, without a potency; inactive means the rest, 99 in 100 with inhibition below about 12%; further: strong numbers were not always called active
PhoP GFP inhibition: Inhibition of PhoP regulon, Salmonella typhi GFP reporter cells, confirmation, 4 h (AID 1850) | Salmonella Typhi PhoP-promoter GFP reporter, fluorescence, 4 h; higher % means a stronger effect | inhibition, % at 50 µM; hits with a dose series show IC50 in µM | hit rate 0.33% among 310,000; in the data active means a potency from the dose series; inconclusive means inhibition mostly from about 25% at the one dose, without a potency; inactive means the rest, 99 in 100 with inhibition below about 19%;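 further: 0% = induced wells with vehicle and 100% = uninduced wells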
M. tuberculosis: growth inhibition of non-replicating M. tuberculosis (AID 488890); Mycobacterium tuberculosis non-replicating, growth inhibition; higher % means a stronger effect; inhibition, % at 25 µM, or IC50 in µM where a hit was titrated; hit rate 0.39% among 320,000; in the data active means a potency from the dose series; inconclusive means inhibition mostly from about 82% at the one dose, without a potency; inactive means the rest, 99 in 100 with inhibition below about 76%;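 further: plate controls were DMSO cells for no effect and high antibiotic wells for full effect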
H37Rv inhibition: M. tuberculosis growth inhibition, HTS (AID 449762); M. tuberculosis H37Rv growth inhibition, 7H9 media; higher % means a stronger effect; one-dose inhibition, % at 25 µM; IC50 in µM for titrated hits; hit rate 0.59% among 330,000; in the data active means a potency from the dose series; inconclusive means inhibition above about 70% without an active follow-up result;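 further: bacterial growth assessed after seven days of incubation; strong numbers were not always called active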
influenza NS1A: H1N1 influenza NS1A inhibitors, functional cell based assay (AID 504329). NS1A functional cell-based assay, percent inhibition; higher % means a stronger effect. inhibition, % at 12.5 µM, or IC50 in µM where a hit was titrated. hit rate 0.3% among 340,000; in the data active means a potency from the dose series; inconclusive means inhibition above about 27% without an active follow-up result; further: strong numbers were not always called active
VEEV TC-83 Vero 10K pilot screen: recorded beside VEEV TC-83 Vero, whose call it bears; inhibition, %; measured here: 10K pilot screen inhibition
The depositor's hits bear a star; i = inactive; ? = inconclusive; nt = no result given.

SMILES	VEEV TC-83 Vero	PhoP GFP inhibition	M. tuberculosis	H37Rv inhibition	influenza NS1A	others
O=C(Nc1cccc(Cl)c1)C1=CC=CN2CCS(=O)(=O)N=C12	5.3%	nt	7%	-1%	-1%
CC(C)c1cc(C(=O)O)c2ccccc2n1	0.9%	9%	0%	7%	0%
CCOC(=O)C1=C(C)Nc2ncnn2C1c1c[nH]c2ccccc12 (stereo unspecified)	i	16%	19%	-11%	7%
CCOC(=O)N1CCC(NC2CCCCCCC2)CC1	2.8%	-5%	-12%	0%	0%
CCOc1ccc(N2C(=O)C3C(c4ccccc4)=NN(c4ccccc4)C3C2=O)cc1 (stereo unspecified)	0.6%	-4%	78%	-11%	-8%
CN(C(=O)c1ccccc1C(=O)OCC(=O)NCc1cccs1)C1CCCCC1	1.3%	-5%	nt	1%	4%
CCc1ccc2c(COn3nnc4ccc(S(=O)(=O)N(C)C)cc43)cc(=O)oc2c1	1.9%	6%	16%	-7%	0%
CCOC(=O)Cc1cc(=O)n2[nH]cc(-c3ccc(Cl)cc3)c2n1	0.7%	1%	nt	?	-1%
COc1ccc(OC)c(-c2csc(N(Cc3ccco3)C(=O)c3cccs3)n2)c1	5.0%	-11%	-5%	-1%	1%
Cc1cc(NC(=O)CSCC(=O)Nc2ccccc2OC(F)F)no1	7.4%	4%	-9%	-7%	-11%
CC(C)CNC(=O)CSc1nnc(CN2CCCCCC2=O)n1-c1ccccn1	0.7%	-7%	1%	-3%	-3%
Cn1c(CNC(=O)CNC(=O)Cc2ccc(Cl)cc2)cc(=O)n(C)c1=O	0.9%	-2%	7%	4%	-4%
Cn1c(SCC(=O)NCc2cccs2)nnc1-c1cccs1	4.0%	-9%	-10%	-3%	6%
CCOC(=O)C1(CC2CC2)CCN(Cc2ccc(O)c(Cl)c2)CC1	nt	2%	12%	-6%	nt
O=c1ccc(-c2ccc(S(=O)(=O)Nc3ccc(F)cc3)s2)n[nH]1	2.3%	9%	11%	-7%	0%
Cc1ccc(C)c(OCCC(=O)OC(C)C(=O)Nc2c(C)n(C)n(-c3ccccc3)c2=O)c1 (stereo unspecified)	0.9%	0%	13%	0%	-5%
CN(C(=O)CSc1nnc(COc2ccccc2F)n1N)C1CCCCC1	0.2%	0%	-4%	-5%	-6%
O=C(O)C1=C[C@@H](c2ccccc2)C[C@@H](OCc2ccc(CO)cc2)O1	0.8%	-5%	-6%	-5%	-8%
CCOC(=O)c1[nH]c2ccc(OC)cc2c1NC(=O)CCN1CCc2ccccc2C1	9.7%	1%	-2%	-3%	-1%
Cc1ccc(NC(=O)CC2SCCNC2=O)cc1Cl (stereo unspecified)	1.5%	-6%	15%	-1%	-1%

By substructure, the compounds so far with two or more sulfur atoms
SMILES	VEEV TC-83 Vero	PhoP GFP inhibition	M. tuberculosis	H37Rv inhibition	influenza NS1A	others
COc1ccc(OC)c(-c2csc(N(Cc3ccco3)C(=O)c3cccs3)n2)c1	5.0%	-11%	-5%	-1%	1%
Cn1c(SCC(=O)NCc2cccs2)nnc1-c1cccs1	4.0%	-9%	-10%	-3%	6%
O=c1ccc(-c2ccc(S(=O)(=O)Nc3ccc(F)cc3)s2)n[nH]1	2.3%	9%	11%	-7%	0%

The listing picks up with the 2 entries that preceded the break.
SMILES	VEEV TC-83 Vero	PhoP GFP inhibition	M. tuberculosis	H37Rv inhibition	influenza NS1A	others
CCOC(=O)c1[nH]c2ccc(OC)cc2c1NC(=O)CCN1CCc2ccccc2C1	9.7%	1%	-2%	-3%	-1%
Cc1ccc(NC(=O)CC2SCCNC2=O)cc1Cl (stereo unspecified)	1.5%	-6%	15%	-1%	-1%
CCCCCC(=O)Nc1ccc(-c2nnc3n2CCCCC3)cc1	4.0%	0%	-1%	1%	1%
Cc1cc(C(=O)NC(C)c2ccncc2)no1 (stereo unspecified)	0.3%	-21%	2%	-2%	-10%
COc1ccccc1C(=O)NC(=O)Cn1nc(C)c([N+](=O)[O-])c1C	1.1%	3%	0%	0%	-2%
CCCn1ncc(C(=O)O)c1C	1.5%	9%	-6%	2%	-6%
CCOc1cc(/C=N/NC(=O)C(=O)NC)cc(Br)c1O	1.5%	7%	0%	8%	-1%
Cc1nn(-c2ccccc2)c(C)c1NC(=O)COC(=O)[C@@H](NC(=O)c1ccccc1)C(C)C	2.7%	-14%	5%	6%	0%
Cc1ccsc1/C=N/N1CCN(c2ccccc2)CC1	2.8%	1%	-1%	-11%	12%
O=S(=O)(Nc1nccs1)c1ccc(NCc2cc(Br)cc(Br)c2O)cc1	1.5%	12%	i	-3%	6%
CC(C)N(C(=O)COC(=O)c1ccc(Cl)nc1)C(C)C	0.7%	6%	11%	3%	7%
O=C(CSc1ncnc2nc[nH]c12)NCCc1ccccc1	0.1%	-17%	12%	-6%	-3%
O=C(CCN1C(=O)S/C(=C\c2ccc(Cl)cc2)C1=O)Nc1ccc(C(=O)O)cc1	5.0%	1%	11%	0%	-7%
CN(C)C(=O)CSc1nnc([C@@H](N)Cc2ccccc2)o1	i	6%	12%	-22%	-13%
COc1ccc(C2c3ccc4ccccc4c3Oc3ncn(Cc4ccco4)c(=N)c32)cc1OC (stereo unspecified)	0.7%	-6%	47%	?	17%
Cc1cccc2c1N(CCOc1ccccc1)C(=O)C2=O	1.9%	2%	45%	3%	2%
Cc1cc(C)c(NC(=O)c2ccc3c(c2)NC(=O)C(C)S3)c(C)c1 (stereo unspecified)	7.8%	nt	-3%	-14%	-10%
O=C(CCc1nc2ccccc2[nH]1)N1CCN(C(=O)c2ccco2)CC1	0.0%	4%	8%	-1%	-3%
O=C(NCc1ccccc1Cl)c1ccc2c(c1)SC1=NS(=O)(=O)CCN12	i	9%	7%	-5%	22%
COc1ccc(N(CC(=O)NC2CCCC2)C(=O)CCC(=O)Nc2cc(C)on2)c(OC)c1	0.9%	8%	-6%	-5%	-15%
Cc1ccn2c(=O)c(C(=O)NCCCN3CCCC3=O)c(O)nc2c1	0.9%	7%	-7%	0%	-3%
CCn1c(=O)[nH]c2ccccc2c1=O	2.0%	-3%	-14%	7%	4%
COc1ccc(N2CCN(C(=O)CSc3nnc(Cn4nnc5ccccc54)n3C)CC2)cc1	0.7%	-15%	8%	-2%	-2%
Cn1nnnc1SCc1cccc(CSc2nnnn2C)n1	i	-2%	4%	-6%	0%	VEEV TC-83 Vero 10K pilot screen=0.8
Cc1onc(-c2ccccc2Cl)c1-c1nc(-c2ccncc2)no1	0.5%	-2%	1%	7%	-19%
O=C(NCc1cccnc1)c1ccc(Cn2c(=S)[nH]c3ccc(Br)cc3c2=O)cc1	1.1%	-11%	4%	7%	-12%
Cc1nc2ccccn2c1C(=O)NNC(=O)Nc1ccccc1	2.0%	-7%	-1%	-3%	3%
CC(C)CCNC(=O)C(c1ccc(O)cc1)N(Cc1cccs1)C(=O)C1COc2ccccc2O1 (stereo unspecified)	0.1%	8%	33%	22%	-6%
O=C(NCc1ccc(Cl)cc1)NCC(F)(F)F	0.3%	0%	34%	-10%	-3%
Cc1ccc(S(=O)(=O)N2c3ccccc3NC(=O)C2CC(=O)Nc2ccccc2)cc1 (stereo unspecified)	1.5%	-1%	15%	2%	-2%
COc1ccc(/C=C/C(=O)OCC(=O)Nc2ccc(Cl)cn2)cc1	1.1%	-4%	77%	10%	-6%
O=C(CSc1nnc(-c2ccc(Cl)cc2Cl)n1C1CCCCC1)N1CCCC1	0.6%	-2%	26%	2%	-6%
Cc1ccc(C(=O)Nc2cc3c(oc2=O)CCCC3=O)cc1	0.3%	3%	4%	-1%	-18%
O=C(Nc1ccc(Cc2ccncc2)cc1)c1ccc(S(=O)(=O)N2CCOCC2)cc1	0.7%	-7%	0%	1%	9%
O=C(N/N=C/c1c(Cl)cccc1Cl)C(=O)NC1CC1	4.5%	4%	10%	-7%	-4%
COC(c1ccc(Cl)cc1)(c1ccc(Cl)cc1)C(Oc1nc(C)cc(C)n1)C(=O)O (stereo unspecified)	1.0%	0%	25%	-2%	-2%
C=CCCN(Cc1ccccc1)S(=O)(=O)c1ccccc1Br	i	0%	8%	-3%	-7%
COC(=O)C1=C(c2ccc(F)cc2OCc2ccccc2)C[C@@H]2CC[C@H]1N2C(=O)N1CCCCC1	0.1%	nt	17%	2%	10%
O=C(Nc1cccc(Cl)c1)N1CCSc2cc(Cl)ccc21	2.5%	-13%	59%	18%	-1%
CP(=O)(Nc1ccc(Cl)cc1)c1nc2c(s1)CCCC2 (stereo unspecified)	0.5%	9%	0%	3%	-14%
Cc1ccsc1CNC(=O)c1c(-c2ccccc2)noc1C	0.1%	-3%	-7%	0%	0%
Cc1c(C(=O)O)oc2ccc(S(=O)(=O)N3CCCCC3C(=O)O)cc12 (stereo unspecified)	0.6%	-4%	-1%	-1%	2%

Random excerpt: 7 entries already listed, in no set order.
SMILES	VEEV TC-83 Vero	PhoP GFP inhibition	M. tuberculosis	H37Rv inhibition	influenza NS1A	others
CC(C)CCNC(=O)C(c1ccc(O)cc1)N(Cc1cccs1)C(=O)C1COc2ccccc2O1 (stereo unspecified)	0.1%	8%	33%	22%	-6%
O=C(Nc1cccc(Cl)c1)N1CCSc2cc(Cl)ccc21	2.5%	-13%	59%	18%	-1%
COc1ccc(/C=C/C(=O)OCC(=O)Nc2ccc(Cl)cn2)cc1	1.1%	-4%	77%	10%	-6%
Cc1ccsc1CNC(=O)c1c(-c2ccccc2)noc1C	0.1%	-3%	-7%	0%	0%
Cc1ccc(S(=O)(=O)N2c3ccccc3NC(=O)C2CC(=O)Nc2ccccc2)cc1 (stereo unspecified)	1.5%	-1%	15%	2%	-2%
O=C(NCc1ccc(Cl)cc1)NCC(F)(F)F	0.3%	0%	34%	-10%	-3%
Cc1c(C(=O)O)oc2ccc(S(=O)(=O)N3CCCCC3C(=O)O)cc12 (stereo unspecified)	0.6%	-4%	-1%	-1%	2%

Further results follow.
SMILES	VEEV TC-83 Vero	PhoP GFP inhibition	M. tuberculosis	H37Rv inhibition	influenza NS1A	others
O=C(Nc1ccccc1N1CCCC1)c1cccnc1	2.3%	3%	?	3%	-7%
COc1ccc(C(=S)N2CCOCC2)cc1OC(=O)c1ccccc1Cl	1.1%	7%	-4%	-3%	8%
CCO[C@@H]1OC(C(=O)O)=C[C@H](C2CCCCC2)[C@H]1CCCO	0.7%	-2%	5%	-11%	-1%
Cc1noc(C)c1COC(=O)c1cccc(S(=O)(=O)N2CCOCC2)c1	2.3%	2%	-9%	-1%	-3%
Cc1cc(Cl)c2cc3ccccc3cc2n1	1.4%	3%	-9%	-5%	-7%
CNC(=O)c1sccc1Oc1ccc(F)cc1[N+](=O)[O-]	2.2%	3%	-8%	7%	-18%
O=C(CN1CCC(Cc2ccccc2)CC1)NCCc1ccc(F)cc1	i	4%	39%	7%	2%
COc1ccc(CNC(=O)Cn2c(=O)oc3cc(S(=O)(=O)N4CCCC4)ccc32)cc1	1.9%	-12%	11%	-7%	4%
CCOCc1nnc(NS(C)(=O)=O)s1	0.9%	-1%	-2%	3%	0%	VEEV TC-83 Vero 10K pilot screen=0.0
CC1CCCCC1NC(=O)CCn1c(=O)sc2ccccc21 (stereo unspecified)	i	6%	-8%	-2%	-9%

Three compounds from above, sorted by heavy-atom count, low to high:
SMILES	VEEV TC-83 Vero	PhoP GFP inhibition	M. tuberculosis	H37Rv inhibition	influenza NS1A	others
CCOCc1nnc(NS(C)(=O)=O)s1	0.9%	-1%	-2%	3%	0%	VEEV TC-83 Vero 10K pilot screen=0.0
O=C(Nc1ccccc1N1CCCC1)c1cccnc1	2.3%	3%	?	3%	-7%
CCO[C@@H]1OC(C(=O)O)=C[C@H](C2CCCCC2)[C@H]1CCCO	0.7%	-2%	5%	-11%	-1%
